Runt-SMMHC FRET: inhibitors of human RUNX1 Runt domain binding to CBFb-SMMHC | inhibition, % at 20 µM | actives 0.74% (n = 220,000) | Cerulean-Runt/Venus-CBFb-SMMHC FRET ratio 530/480, 1 h | Q01196+Q13951;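 active = mean inhibition across duplicate retests at 20 µM reaching about 50%, limit read from the data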;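 also: 0% = DMSO wells and 100% = wells with excess untagged CBFb-SMMHC; inhibitors lower the FRET ratio by blocking Runt binding to CBFb-SMMHC; some results filed as inactive read as strong as hits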
EBV gp42 block: inhibitors of Epstein-Barr virus glycoprotein 42. Q1HVG2. Fluorescence polarization binding assay, mP read-out. inhibition, % (tested at 21.74 µM). actives 0.42% (n = 220,000). AID 1085; in the data active = inhibition above about 50%
Target sequence (Q1HVG2 whole entry, looked up): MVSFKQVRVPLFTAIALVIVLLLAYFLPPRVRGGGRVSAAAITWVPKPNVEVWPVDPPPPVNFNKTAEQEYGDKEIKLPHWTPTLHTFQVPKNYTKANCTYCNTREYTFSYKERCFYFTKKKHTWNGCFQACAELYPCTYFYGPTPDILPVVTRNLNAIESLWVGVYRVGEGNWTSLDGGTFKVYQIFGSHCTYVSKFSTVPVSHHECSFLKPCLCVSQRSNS
p47phox inh: blocks human p47phox regulatory protein of NADPH oxidases. P14598. inhibition, % at 24.7 µM. actives 0.53% (n = 220,000). p47phox/p22phox peptide binding, fluorescence polarization, 2 h;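 active = inhibition above about 30%, limit read from the data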;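 also: 0% = p47phox with labelled peptide and 100% = labelled peptide alone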
L929 necroptosis: blocks zVAD induced death of L929 cells; viability rescue, % at 10 µM; L929 zVAD necroptosis rescue, ATP luminescence, 24 h; with zVAD 60 µM; actives 0.38% (n = 220,000);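 active = activation, scaled between plate controls, above about 75%, limit read from the data; inactive = activation under that limit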;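 also: 0% = zVAD with DMSO and 100% = DMSO alone without zVAD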
Runt-CBFb FRET: blocks binding of human RUNX1 Runt domain to CBFb; Q01196+Q13951; Cerulean-Runt/Venus-CBFb FRET ratio 530/480, 1 h; inhibition, % at 20 µM; actives 0.46% (n = 220,000);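 active = inhibition over about 50% at 20 µM in the single-dose screen, limit read from the data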;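 also: 0% = DMSO wells and 100% = excess unlabeled CBFb competitor control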
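Measured by: fluorescence energy transfer, 422 nm excitation, 530/480 nm emission; Assay system: Cerulean-Runt domain; Medium: Tris pH 7.5 buffer with BSA; Measure: loss of energy transfer signal; Controls: 5 µM unlabeled CBFb as full-inhibition high control; Incubation: protein complex preformed 1 h, compound exposure 1 h, room temperature, dark.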
Hck-Nef inh: human Hck-Nef kinase inhibition; AID 463187; inhibition, % at 20 µM; Recombinant Hck-YEEI plus Nef, Z-Lyte FRET kinase assay; actives 0.68% (n = 220,000); P08631;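 active = Hck-Nef kinase inhibition above about 50%, limit read from the data; inactive = inhibition below that limit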;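 also: 0% = DMSO with Hck plus Nef and 100% = Hck alone without Nef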
Target sequence (P08631 whole entry, looked up): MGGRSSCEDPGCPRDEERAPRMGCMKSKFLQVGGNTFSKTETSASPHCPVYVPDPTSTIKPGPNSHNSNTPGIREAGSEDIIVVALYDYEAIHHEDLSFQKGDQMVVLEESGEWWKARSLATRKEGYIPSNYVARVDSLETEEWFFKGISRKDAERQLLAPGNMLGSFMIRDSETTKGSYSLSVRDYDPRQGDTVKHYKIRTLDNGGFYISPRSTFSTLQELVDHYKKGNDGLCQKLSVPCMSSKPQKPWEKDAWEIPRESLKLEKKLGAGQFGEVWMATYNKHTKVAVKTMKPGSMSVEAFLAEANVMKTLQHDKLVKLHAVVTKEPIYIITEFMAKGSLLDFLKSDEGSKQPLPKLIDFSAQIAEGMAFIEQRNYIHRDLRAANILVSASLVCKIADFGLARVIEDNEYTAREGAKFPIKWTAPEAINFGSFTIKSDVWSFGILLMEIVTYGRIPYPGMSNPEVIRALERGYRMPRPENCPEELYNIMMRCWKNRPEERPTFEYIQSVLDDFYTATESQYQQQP
Tb hexokinase: blocks Trypanosoma brucei hexokinase 1 activity; actives 0.11% (n = 220,000); inhibition, % at 10 µM; AID 1430; recombinant TbHK1, G6PDH-coupled NADH A340;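 active = inhibition of 50% or more in the single-dose primary screen; inactive = inhibition below 50%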
MDM2 E3 inh: inhibitors of human Mdm2 E3 ubiquitin ligase. Q00987. cell-based MDM2 ubiquitination luciferase reporter, 2 h; 0 = plate control, 100 = twice control, blank-subtracted. signal enhancement, % at 5 µM. actives 0.11% (n = 210,000). AID 1230;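 active = signal enhancement of 30% or more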;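 also: luminescence tracks abundance of the self-degrading MDM2-luciferase fusion protein; higher signal means inhibition of MDM2 E3 ligase activity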
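Material: Stable MDM2–luciferase fusion reporter cells | Amount: 2000 cells seeded into each well | Dosing: One concentration, 5 µM, with 0.2% DMSO | Incubation: 4 h cell settling then 2 h compound exposure, 37 °C | Measured by: Luciferase luminescence | Read-out basis: % enhancement relative to plate controls after blank subtraction | Benchmarks: Control and blank well means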
14-3-3 Bad PPI: disrupts binding of bovine 14-3-3 zeta to phospho-Bad peptide; AID 781; actives 0.71% (n = 220,000); P63103; inhibition, % at 21.7 µM; TR-FRET 14-3-3zeta/Dy647-pBad peptide displacement, 1 h;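 active = inhibition above about 70%, limit read from the data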;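 also: 0% = full 14-3-3 plus peptide FRET controls and 100% = background without 14-3-3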
Target sequence (P63103 whole entry, looked up): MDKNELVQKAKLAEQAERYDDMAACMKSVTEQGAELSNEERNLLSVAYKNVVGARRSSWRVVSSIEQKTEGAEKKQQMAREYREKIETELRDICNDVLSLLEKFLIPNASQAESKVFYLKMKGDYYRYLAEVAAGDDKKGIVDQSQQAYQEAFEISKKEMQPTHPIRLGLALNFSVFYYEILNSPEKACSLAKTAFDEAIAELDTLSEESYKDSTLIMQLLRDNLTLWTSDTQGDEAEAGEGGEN
Active calls of the source: *; x = not tested or not shown; [ ] = another dose, or the depositor's remark.

Every second line gives: 14-3-3 Bad PPI	Hck-Nef inh	p47phox inh	Tb hexokinase	EBV gp42 block	Runt-CBFb FRET	MDM2 E3 inh	L929 necroptosis	Runt-SMMHC FRET
- Nc1nccnc1C(=O)N/N=C/c1ccco1
  8	20	-4	-26	-16	0	-1	-0.8	3
- CCOC(=O)/C(=C/Nc1ccc(F)cc1)[N+](=O)[O-]
  1	28	-4	-31	-9	1	-9	-0.2	-17
- CN(Cc1ccccc1)C(=O)c1ccccc1NC(=O)c1ccco1
  5[fluorescence artefact?]	10	-7	-1	-20	-3	2	-0.5	-8
- O=C(CSc1nc2ccccc2[nH]1)NCC1CCCO1 (configuration not stated)
  -6	1	-9	-5	-14	2	-14	0.0	-5
- CC(C)(Oc1ccc(Cl)cc1)C(=O)OCC(=O)N1CCCC1
  5[fluorescence artefact?]	5	-8	11	-10	-1	-3	2.6	1
- Cc1oc(CN2CCOCC2)cc1C(=O)O
  -23	24	-9	4	-18	0	-8	3.0	-3
- O=C(O)C12CC3CC(C1)CC(n1cnc(Cl)n1)(C3)C2
  0	-2	-3	-1	4	0	-18	1.4	0
- CC(=O)[C@@H]1[C@@H](C(=O)c2ccc(C)cc2)[C@]2(C(=O)Nc3ccccc32)[C@H]2C=Cc3cc(F)ccc3N12
  0	-2	-6	-11	4	6	-16	-0.5	5
- OC(COc1ccc2c(c1)OCO2)CN1CCc2ccccc2C1 (configuration not stated)
  -3[fluorescence artefact?]	2	-5	4	-10	-1	4	0.0	1
- O=C(Nc1ccc(-c2ccc3nncn3n2)cc1)C1CCCCC1
  -2	35	1	-13	11	-2	-9	6.2	2
- O=C(/C=C/c1ccccc1)NC1CCS(=O)(=O)C1 (configuration not stated)
  2[fluorescence artefact?]	-1	-2	-4	2	-1	-5	0.2	1
- COC(=O)N/N=C/c1c(C)cc(C)cc1C
  -10	2	-58	-5	-1	-4	4	0.9	3
- O=C(Cn1nnc(-c2cccs2)n1)NNC(=O)c1ccccc1Cl
  3	8	7	5	-6	3	-5	0.3	1
- O=C(NC(=S)NCc1cccnc1)c1ccc([N+](=O)[O-])cc1
  -19	27	4	-6	-5	2	-5	2.0	-1
- COc1cc(OC)c(C(=O)NCCCN2CCOCC2)cc1OC
  -13	15	6	2	-19	0	-9	2.4	-2
- Cc1ccoc1C(=O)N1CCCC(CCC(=O)N2CCN(c3ccccn3)CC2)C1 (configuration not stated)
  -6	3	-12	-2	18	1	-6	0.4	-4
- Cc1cc(C)c(NC(=O)CCCOC(=O)C2=COCCO2)c(C)c1
  4[fluorescence artefact?]	0	0	6	-15	0	-3	-0.5	4
- CC(C)NCCOCCOc1ccc(Cl)cc1Br
  16	4	-2	2	-6	-4	-15	0.3	4
- CSc1ccc(/C=C/C(=O)OCC(=O)NC(C)C)cc1
  -6	22	-7	-33	-8	0	-20	5.7	-6
- O=S(=O)(c1cccc(F)c1)N1CCN(Cc2ccc3c(c2)OCO3)CC1
  -8	-1	-6	-8	-1	0	-5	-0.1	1
- O=S(=O)(c1ccc(F)cc1)N1CCN(C(=S)NCc2ccco2)CC1
  -8	6	-6	-1	5	24	1	0.1	11
- COc1cc(CNCCc2ccc(F)cc2)ccc1OCc1ccc(Cl)nc1
  5[fluorescence artefact?]	7	5	4	2	2	-7	0.8	-2
- Cc1ccc(-c2nnn(CC(=O)N(Cc3cccs3)C(C(=O)NC(C)(C)C)c3ccco3)n2)o1 (configuration not stated)
  10	3	-10	8	11	0	1	-0.1	5
- O=C(O)CSCC(=O)N1CCN(S(=O)(=O)c2ccccc2)CC1
  -16	22	-6	0	-14	0	-15	-1.5	4
- Cc1ccc(C(=O)CNc2ccc(Br)cc2)cc1
  13[fluorescence artefact?]	3	-5	-4	-6	-3	-4	-0.1	1
- Cc1cccc(NC(=O)CCNS(=O)(=O)c2cccc3nsnc23)c1
  -8	-3	3	-5	3	-1	-3	1.2	-3
- N#C/C(=C\c1c(N2CCCCC2)nc2ccccn2c1=O)S(=O)(=O)c1ccccc1
  -5	6	-14	-16	-16	-15	-4	-1.0	-21
- O=C(c1ccccc1CCc1ccccc1)N1CCOCC1
  10	12	0	4	-16	1	18	-0.6	-3
- CN1/C(=C\C(=O)COC(=O)C2COc3ccccc3O2)C(C)(C)c2ccccc21 (configuration not stated)
  -12	1	-129	5	-25	0	-4	-0.3	4
- COc1ccc(/C=C/C(=O)c2cc(Br)ccc(=O)c2O)cc1
  5	14	-26	-12	2	7	-1	0.7	-2
- CC(=O)OCCCCON1C(=O)c2ccccc2C1=O
  -3[fluorescence artefact?]	-2	-6	4	-8	-2	-9	0.2	-4
- CCOC(=O)N1CCC(N(CCOC)C(=S)Nc2cccc(SC)c2)CC1
  -4	-3	-2	-21	-7	3	-5	0.9	-3
- CCN1CCN(C(=O)CSc2cc(=O)n(CC)c3ccccc23)CC1
  10	0	-16	-9	-19	-1	-4	0.2	-1
- Fc1ccccc1NC(=S)N/N=C/c1ccccc1Br
  -3[fluorescence artefact?]	-2	-15	-14	1	0	x	0.2	3
- C=CCn1c(=O)c(C(=O)NCCN(CC)CC)c(O)c2ccccc21
  17[fluorescence artefact?]	3	1	-1	-15	-1	-7	1.4	4
- N#Cc1ccc(COC(=O)c2ccc(N3CCCC3)c([N+](=O)[O-])c2)cc1
  -9	0	-23	-6	4	0	-11	0.0	-3
- COc1ccc(C(=O)NC(=S)Nc2ccccc2N2CCOCC2)cc1[N+](=O)[O-]
  -20	1	-10	1	-14	0	-7	0.1	-2
- CCOc1ccc(N2CC(C(=O)NCc3ccccc3)CC2=O)cc1 (configuration not stated)
  0	0	-1	-4	8	1	1	1.2	3
- O=C(O)c1ccccc1NC(=S)NC(NC(=O)c1ccccc1[N+](=O)[O-])C(Cl)(Cl)Cl (configuration not stated)
  47[fluorescence artefact?]	0	-12	-5	0	x	-16	-0.5	0
- O=C(O)C1CCCNC1 (configuration not stated)
  2	1	-5	2	-3	-2	x	2.7	2

Entries of single compounds from above. Values in the order: 14-3-3 Bad PPI | Hck-Nef inh | p47phox inh | Tb hexokinase | EBV gp42 block | Runt-CBFb FRET | MDM2 E3 inh | L929 necroptosis | Runt-SMMHC FRET
N#C/C(=C\c1c(N2CCCCC2)nc2ccccn2c1=O)S(=O)(=O)c1ccccc1 as listed: -5 | 6 | -14 | -16 | -16 | -15 | -4 | -1.0 | -21
CN1/C(=C\C(=O)COC(=O)C2COc3ccccc3O2)C(C)(C)c2ccccc21 (configuration not stated) as listed: -12 | 1 | -129 | 5 | -25 | 0 | -4 | -0.3 | 4

The list continues:
Every second line gives: 14-3-3 Bad PPI	Hck-Nef inh	p47phox inh	Tb hexokinase	EBV gp42 block	Runt-CBFb FRET	MDM2 E3 inh	L929 necroptosis	Runt-SMMHC FRET
- Nc1ccc(Sc2nc3ccccc3[nH]2)cc1
  -10	20	-7	-4	-15	0	-10	0.6	1
- N#Cc1ccsc1NC(=O)c1ccc(Cl)c([N+](=O)[O-])c1
  -3	10	-86	-17	-13	0	-21	0.5	-14
- Cc1ccc([N+](=O)[O-])c(C)[n+]1C
  2	-28	-98	-5	-17	-6	-18	1.1	11
- Cc1ccc(-c2nc(CS(=O)(=O)CC(=O)NC3CCCCC3C)c(C)o2)cc1 (configuration not stated)
  3	0	-7	3	-17	-3	-8	1.3	4
- Cc1nn(C)cc1/C=N\NC(=O)c1ccc(Cn2cc(Cl)cn2)cc1
  5	-2	3	-1	14	-1	-1	x	2
- CSCC[C@H](NC(=O)C1=NN(c2c(F)c(F)cc(F)c2F)C(=O)CC1)c1nc2ccccc2[nH]1
  -2	25	-35	-4	-29	-1	x	-0.3	-3
- COc1cc(/C=C2\SC(=S)N(c3cccnc3)C2=O)ccc1O
  40	-40	-13	-24	15	8	x	0.3	7
- O=C(Nc1cnc2ccccc2c1)N1CCCCC1
  -10[fluorescence artefact?]	-2	-4	-12	-11	-1	-19	3.8	2
- CCOc1ccc(-c2cc(CCCC(=O)NCCc3ccc(OC)c(OC)c3OC)no2)cc1
  3	3	-10	19	-13	0	10	-0.3	-7
- Cc1nc(SCC(=O)Nc2c(C)n(C)n(-c3ccccc3)c2=O)n[nH]1
  -7	0	3	6	0	7	x	0.0	-4
- COc1cc2c(cc1OC)CN(c1nc(CN3CCCCC3)nc3sc4c(c13)CCCC4)CC2
  -4	3	-28	-6	-16	-4	6	1.2	-8
- COC(=O)C1=C(CN2CCCc3ccccc32)NC(=O)NC1c1ccc(F)cc1 (configuration not stated)
  x	4	-13	1	-11	-5	-75	2.5	-5
- CN(c1ccc(F)cc1)S(=O)(=O)c1ccc(Cl)c(C(=O)Nc2ccc3c(c2)CCC3)c1
  3	3	-96	7	-50	0	-12	3.4	2
- O=c1[nH]cc(C(F)(F)F)cc1NS(=O)(=O)c1ccc([N+](=O)[O-])cc1
  -4	-15	-6	-5	-12	2	0	0.6	1
- CC(=O)OC1c2ccccc2C(=O)N1Cc1ccccc1 (configuration not stated)
  8	0	-6	-10	-5	2	-13	1.0	-1
- CCCCNC(=O)C1CCN(Cc2ccc(OCc3ccccc3)cc2)CC1
  47	7	-15	5	-16	-6	x	-0.7	3
- Cn1c(=O)c2ncn(CC(=O)Nc3ccc4c5c(cccc35)CC4)c2n(C)c1=O
  -1	-19	-22	-5	-18	1	7	0.3	-4
- Cc1c(C(=O)OC/C(O)=C(\C#N)c2nc3ccccc3[nH]2)oc2ccccc12
  0	16	-102	-22	-35	4	x	1.0	-2
- O=C(NCCN=C1NS(=O)(=O)c2ccccc21)c1ccco1
  -1	1	13	-4	13	1	-15	0.9	-1
- CC(=O)C1=C(O)C(=O)N(Cc2ccco2)C1c1ccc(F)cc1 (configuration not stated)
  39	1	-4	-20	0	6	4	1.2	-7
- C/C(CC(=O)Nc1ccccc1C)=N\NC(=O)Cc1csc(N)n1
  11	-1	-21	4	-1	0	-15	-0.1	0
- CN(C)c1ccnc(Oc2ccc(F)cc2)c1C#N
  12	0	-5	-3	-1	2	-5	-0.3	-4
- CCN(CC)S(=O)(=O)c1ccc(C(=O)Nc2cc3oc4ccccc4c3cc2OC)cc1
  -23[fluorescence artefact?]	3	-16	-12	-12	-4	1	1.5	-3
- O=C(O)CCCN1C(=O)/C(=C\c2ccc(-c3nc4ccccc4s3)o2)SC1=S
  81*	20	-240	-2	13	22	-14	0.6	-37
- COc1ccc(S(=O)(=O)NCc2ccco2)cc1-c1nnc2c3ccccc3c(C)nn12
  -14	11	-16	3	1	-3	-2	-0.2	-3
- CC1(C)CC(=O)C2=C(C1)N1C(=C(C#N)C2c2ccc(Cl)cc2)N=C(N)c2ccccc21 (configuration not stated)
  -11	-5	-38	-13	-9	0	x	x	-9
- CCCn1c(=S)[nH]c2cc(C(=O)N3CCc4ccccc4C3)ccc2c1=O
  11	27	5	9	-3	-4	-7	0.1	0
- CC(C)(C)c1ccc(-c2noc(CCC(=O)NCC3CCCO3)n2)cc1 (configuration not stated)
  15	-2	0	-2	-12	0	-3	0.2	-4
- O=C(Nc1ccc(-c2nc3ccccc3[nH]2)cc1)c1ccccc1NS(=O)(=O)c1ccc(F)cc1
  -9	4	-90	-20	1	-5	7	4.7	-5
- COc1ccc(OC)c2c1sc(=NC(=O)C1CCCCC1)n2C
  -1	31	6	-20	-2	3	-3	-0.1	0
